High-throughput results deposited in PubChem BioAssay by several laboratories.
LYP phosphatase = inhibitors of LYP phosphatase, biochemical, fluorescence intensity, uHTS (AID 1779); 0.054% of 290,000 active; inhibition, % at 11.5 µM; hits with a dose series show IC50 in µM; recombinant LYP phosphatase, fluorescence intensity; higher % means a stronger effect;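 note: plate controls were vehicle with enzyme for no effect and no enzyme for full effect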
HEK293 NOD2/NF-kB = inhibition of NOD2-driven NF-kB reporter – cell-based, luminescence, uHTS, HEK293 (AID 1566); HEK293 NOD2/NF-kB luciferase reporter, luminescence; higher % means a stronger effect; inhibition, % at 4 µM, or EC50 in µM where a hit was titrated; 0.63% of 290,000 active; note: many of its hits are not listed in these tables
Siah-1 displacement = blockers of Siah-1 interaction with plectin peptide – biochemical, fluorescence polarization, rhodamine-plectin, uHTS, primary screen (AID 1817). Siah-1 / rhodamine-plectin peptide fluorescence polarization; higher % means a stronger effect. displacement, % at 20 µM, or IC50 in µM where a hit was titrated. 0.02% of 290,000 active;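 active = displacement of at least 50% at 20 µM, with a fluorescence ratio check between 0.3 and a set limit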;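 note: plate controls were Siah plus tracer with DMSO for no effect and tracer alone without Siah for full effect; strong numbers were not always called active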
Myeloid diff MLP = compounds promoting myeloid differentiation; ER-HoxA9 myeloid progenitors, lysozyme-GFP differentiation, flow cytometry; calls only at 10 µM; 1% of 360,000 active;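 active = normalized GFP-positive differentiation at or above the plate's own cutoff, the solvent-only control mean plus 3 SD; inconclusive = no clear call, values can overlap the other calls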;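 note: cells exposed to compound for four days before flow analysis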
NS5 inhibitors = Dengue-2 NS5 methyltransferase inhibitors, primary screen, biochemical, confirmation dose response (AID 588689). Dengue-2 NS5 methyltransferase capping enzyme assay, biochemical; higher % means a stronger effect. inhibition, % at 25 µM, or IC50 in µM where a hit was titrated. 0.3% of 340,000 active; in the data active = a potency from the dose series; inconclusive = inhibition above about 29% without an active follow-up result
HIV fusion peptide = cell-free HIV fusion peptide-binding blockers – biochemical, uHTS, fluorescence dequenching, primary screen (AID 1986) | inhibition, % at 20 µM; hits with a dose series show IC50 in µM | cell-free peptide binding, fluorescence dequenching, 30 min; higher % means a stronger effect | 0.3% of 290,000 active; in the data active = inhibition mostly above about 52%, no sharp cut-off; inactive = mostly below about 76%; note: some results filed as inactive read as strong as hits
XIAP antagonists = XIAP antagonists, biochemical, IAP family, fluorescence polarization (AID 1018); XIAP BIR domain, fluorescence polarization peptide displacement; higher % means a stronger effect; displacement, % at 20 µM; hits with a dose series show IC50 in µM; 0.007% of 200,000 active; in the data active = displacement above about 50%; note: a part of the inactive calls stands beside numbers as strong as those of hits
AID2073 = disruptors of CaV2.2 binding to Mint1 – biochemical, HTRF (AID 2073) | inhibition, % at 20 µM, or IC50 in µM where a hit was titrated | 0.19% of 290,000 active | HTRF protein-protein interaction, Mint1-CaV2.2; higher % means a stronger effect; in the data active = inhibition mostly above about 51%, no sharp cut-off; inconclusive = no clear call, values can overlap the other calls; inactive = mostly below about 53%; note: some results filed as inactive read as strong as hits
Hep lipid drop = modulators of hepatic lipid droplet formation | AML12 mouse hepatocytes, oleate lipid droplets, BODIPY imaging | inhibition, % at 6.5 µM | 0.4% of 240,000 active;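 active = lipid droplet intensity inhibited by at least 50%, with more than 500 cells counted; inconclusive = wells with under 300 cells, treated as cytotoxic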
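Assay system: AML12 hepatocytes (mouse); Probe or stimulus: oleic acid at 100 µM to induce lipid droplet formation; Dosing: compound at 6.5 µM only; Schedule: compound with oleate, overnight; Detection: fluorescence imaging, 20x objective, two fields per well; Measure: % inhibition of lipid droplet signal.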
Hep lipid drop cells 6.5 µM = further read-out of Hep lipid drop, marked with its call; cell count; measured here: cell count, cytotoxicity flag;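 cells counted across two imaged fields per well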
NS5 inhibitors pilot replicate = further read-out of NS5 inhibitors, marked with its call; inhibition, %; measured here: pilot screen replicate inhibition
Myeloid diff MLP GFP+ MAC1+ % = recorded beside Myeloid diff MLP, whose call it bears; GFP+ MAC1+ double positive, %; measured here: differentiation confirmed by MAC1 staining
* marks the source's active call; other numbers are inactive results; i = inactive; ? = inconclusive; nt = no result given. Cut-off read from the data, not from the text of the source, unless noted: active = inhibition above about 50%; inactive = the rest. Only part of the results is shown; the hit share may differ from the screen's.

SMILES	LYP phosphatase	HEK293 NOD2/NF-kB	Siah-1 displacement	Myeloid diff MLP	Myeloid diff MLP GFP+ MAC1+ %	NS5 inhibitors	HIV fusion peptide	XIAP antagonists	AID2073	Hep lipid drop	Hep lipid drop cells 6.5 µM	others
COc1ccc(C(=O)N2CCC(CCC(=O)Nc3cccc(C)c3)CC2)cc1	-4%	22%	-3%	i	1.6	-3%	-0.3%	nt	-7%	-6	709
COc1cccc2cc(C(=O)N(Cc3cccs3)CC3CCCO3)c(=O)oc12 (configuration not stated)	-9%	12%	2%	i	1.5	-5%	1.5%	-4.4%	15%	2	765
C/C(CS(=O)(=O)c1ccc(Cl)cc1)=N/NC(N)=S	-7%	-5%	0%	i	0.2	nt	-1.2%	-8.7%	-12%	-8	697
CNC(=O)COc1ccc(S(=O)(=O)N2CCCC2)cc1	-7%	18%	-1%	i	0.2	nt	-0.6%	nt	2%	1	796
Cc1sc(-c2ccncc2)nc1OC(=O)c1ccccc1	-7%	1%	-2%	i	0.9	0%	9.4%	-4.2%	1%	11	759
CCOC(=O)c1cc(S(=O)(=O)N2CCN(Cc3ccccc3)CC2)cn1C	-18%	4%	-2%	i	2.9	-1%	-1.7%	nt	33%	-8	764
CCCOc1ccc(C(=O)C(CN2CCOCC2)c2ccccc2)cc1 (configuration not stated)	0%	1%	3%	?	nt	-1%	2.2%	-2.1%	-1%	nt	nt
CCc1ccccc1N(CC(=O)N1CCN(c2ccc(F)cc2)CC1)S(C)(=O)=O	-3%	0%	0%	i	6.0	-6%	0.6%	-0.7%	4%	nt	nt
N#CC(C(=O)OC1CCCCC1)c1nc2ccccc2nc1N1CCOCC1 (configuration not stated)	15%	-22%	-2%	i	0.3	?	5.6%	-3.7%	3%	nt	nt
CCN(CCC#N)c1ccc(N2C(=O)CCCC2=O)cc1[N+](=O)[O-]	-6%	7%	5%	i	0.6	-1%	0.6%	nt	44%	0	839
CC(C)c1onc(C(=O)NC2CCCC2)c1[N+](=O)[O-]	-5%	12%	2%	i	0.1	-3%	-1.1%	-5.3%	1%	-13	706
COc1ccc(OC)c(C2C(C#N)=C(N)Oc3c2c(C)nn3-c2ccc(C)cc2)c1 (configuration not stated)	1%	20%	5%	i	0.6	14%	11%	-2.8%	-7%	nt	nt
COc1ccc(-c2c(C)nc(N)nc2-c2ccc(OCc3ccc(C)cc3)cc2O)cc1OC	-1%	1%	-2%	i	1.7	-3%	-3.0%	-0.5%	?	7	756
Cc1ccccc1C(=O)N1CCN(c2ccc(NC(=O)c3cccc(OC(C)C)c3)cc2)CC1	1%	20%	1%	i	0.0	-1%	3.0%	nt	14%	38	844
O=C1CCCN1c1ccc(S(=O)(=O)N2CCC(c3ccccc3)CC2)cc1	32%	38%	5%	i	6.4	-8%	0.7%	-3.2%	2%	13	674
COC(=O)c1ccccc1Oc1cnc2ccccc2n1	-7%	-16%	-5%	i	0.7	-10%	-0.1%	nt	-8%	2	768
COc1cc(NC(=O)Cc2ccccc2OC)cc(OC)c1	-8%	7%	-5%	i	1.7	-8%	-0.5%	-5.4%	-10%	7	711
COc1cc(S(=O)(=O)NCc2ccc3c(c2)OCO3)ccc1F	0%	8%	4%	i	0.1	3%	-1.5%	nt	6%	nt	nt
C=CCOC(=O)CCC(=O)Nc1cccc2ccccc12	-1%	-12%	-1%	i	0.5	-6%	-1.9%	-3.6%	-16%	nt	nt
O=C(CCNS(=O)(=O)c1cccc2nsnc12)NCc1ccccc1Cl	-3%	-1%	9%	i	0.5	-3%	0.1%	-3.5%	0%	3	688
CC(C)CNC(=O)C1C2C=CC(C2)C1C(=O)O (configuration not stated)	-1%	-2%	3%	i	1.6	4%	0.7%	-3.2%	6%	4	677
Cc1ccc(C)n1CCN1CCN(C(=O)CC#N)CC1	-12%	22%	-5%	i	0.2	-11%	6.2%	-10%	-2%	27	667
Cc1[nH]c2ccccc2c1C(=O)C(=O)Nc1ccc2c(c1)OCO2	-4%	-32%	4%	i	0.8	6%	-2.3%	nt	6%	23	745
CC(=O)N1C(=O)c2cccc3cccc(c23)C(=O)N1C(C)=O	-7%	2%	-1%	nt	nt	nt	-1.0%	-3.8%	12%	9	694
c1ccc(Cc2ccc(OCCN3CCOCC3)cc2)cc1	-8%	-21%	4%	i	0.8	-5%	-0.9%	nt	-2%	-8	791
COc1ccc(CCNCc2ccc(OCc3ccc(Cl)nc3)c(OC)c2)cc1OC	-11%	11%	-7%	i	0.8	3%	-1.7%	-6.8%	-4%	16	787
Cc1ccc(N(C(=O)c2ccc3c(c2)OCO3)C2C=CS(=O)(=O)C2)cc1C (configuration not stated)	-11%	-2%	0%	i	1.3	-5%	-2.8%	nt	15%	-6	738
Cc1cccc(NC(=S)Nc2ccccn2)c1C	0%	7%	10%	i	0.5	5%	-0.2%	-14%	17%	7	582
COc1ccc(-c2noc(C3CCCN(C(=O)c4cccc(F)c4)C3)n2)cc1 (configuration not stated)	-6%	19%	1%	i	0.9	-3%	-1.1%	nt	7%	-3	779	NS5 inhibitors pilot replicate=3.3
O=C(CN1CCN(c2ncccn2)CC1)Nc1ccccc1C(F)(F)F	-9%	6%	-1%	i	0.6	8%	-0.8%	0.9%	-10%	11	724
Cc1cccc(NC(=O)[C@H](NC(=O)[C@@H]2Cc3ccccc3CN2)c2ccccc2)c1	-6%	-1%	-1%	i	0.7	-4%	43%	nt	1%	-14	671
CCn1c(O)c(N=NC(=O)CNC(=O)/C=C/c2ccccc2)c2ccccc21	-7%	23%	-4%	i	2.1	-6%	-2.9%	nt	12%	-1	643
CC(=O)NC(=O)NC1OC(=O)C(Cl)=C1Cl (configuration not stated)	-8%	17%	0%	i	1.3	2%	1.1%	3.2%	-11%	nt	nt
CCn1c2ccccc2c2cc(/C=N/n3c(C)nnc3C)ccc21	-8%	13%	1%	i	1.5	-2%	-2.6%	-7.6%	20%	-1	780
Cc1cc2oc(=O)cc(CN3CCN(S(=O)(=O)c4ccc5c(c4)OCCO5)CC3)c2cc1C	-1%	32%	-2%	i	0.6	-2%	18%	-13%	-16%	nt	nt
O=C(NCCc1ccc(Cl)cc1)C1CCCN1C(=O)NCc1ccccc1 (configuration not stated)	2%	-4%	4%	i	0.2	-5%	0.1%	nt	-13%	4	832	NS5 inhibitors pilot replicate=-2.7
CSc1ccc(C(c2c(C(=O)O)[nH]c3ccccc23)c2c(C(=O)O)[nH]c3ccccc23)cc1	-10%	1%	4%	i	1.3	49µM*	9µM*	nt	12%	-17	758
CCCS(=O)(=O)N1CCN(C(=O)CCC2CCCC2)CC1	-2%	5%	-7%	i	0.6	1%	-1.0%	-1.3%	14%	21	744
Cc1[nH]n2c(=O)cc(C(C)(C)C)nc2c1-c1ccccc1	-3%	33%	0%	i	1.0	1%	6.4%	-10%	-22%	nt	nt
COC(=O)C1CCN(C(=O)COC(=O)COc2ccc(C#N)cc2)CC1	-3%	13%	7%	i	0.3	1%	2.1%	-4.7%	43%	24	721
O=C(NCc1ccccn1)c1nc(-c2ccc(C(F)(F)F)cc2)no1	-5%	-8%	-8%	i	0.1	-2%	-1.3%	5.7%	-7%	-11	703
Nc1nc(Cl)cc(Oc2ccc(Cl)cc2)n1	-4%	2%	1%	i	0.4	-8%	-1.8%	-5.5%	-2%	2	711
CC1CCN(CC(=O)NNC(=O)c2cccc(Br)c2)CC1	-1%	3%	-5%	i	1.3	-2%	2.5%	nt	-2%	10	828
COc1ccc(N2C(=O)C(Cl)=C(N(CCO)Cc3ccccc3)C2=O)cc1	1%	-4%	3%	i	1.0	7%	-2.7%	-1.8%	2%	nt	nt
Cc1nn(CC(=O)Nc2nnc(CC(=O)N3CCCC3)s2)c(=O)c2ccccc12	-4%	-4%	-2%	i	0.8	2%	-1.3%	-2.7%	2%	nt	nt
O=C(c1cc(-c2cccc(O)c2)on1)N1CCc2ccccc2C1	3%	-45%	3%	i	2.0	0%	-1.6%	-3.4%	12%	-2	606
O=C(NC12CC3CC(CC(C3)C1)C2)N1CCN(C(=O)c2ccco2)CC1	-1%	-16%	4%	i	0.7	-2%	2.8%	-7.6%	6%	3	680
O=C(CCC(=O)N(CC(=O)NC1CCCCC1)Cc1cccs1)Nc1ccccn1	-10%	2%	2%	i	0.4	nt	1.2%	-4.3%	6%	-9	723
COC(=O)[C@@]1(Cc2ccc(F)cc2)[C@H]2c3cc(C(=O)N(C)C)n(Cc4ccc(OC)c(OC)c4)c3C[C@H]2CN1C(=O)c1ccccc1	-4%	6%	3%	nt	nt	nt	-0.6%	-11%	2%	-3	719
O=c1c2ccccc2c(-c2cccc(C(F)(F)F)c2)nn1-c1ccccc1	-2%	4%	4%	i	0.1	-6%	-1.5%	nt	6%	-7	697
CC1=CC(=C2C(=O)c3ccccc3C2=O)C=C(C)O1	-4%	-32%	3%	i	0.6	7%	10%	-7.6%	29%	nt	nt
CCC(OC(=O)c1nsc(Cl)c1Cl)C(=O)NC(C)(C)CC (configuration not stated)	-6%	12%	0%	i	0.6	-4%	-0.4%	-22%	-16%	0	660
Cc1onc(-c2ccccc2Cl)c1C(=O)Nc1ccc(N2CCOCC2)cc1	0%	-6%	1%	i	0.5	0%	3.2%	-2.7%	-3%	nt	nt
Cn1cc(S(=O)(=O)NCc2ccc(F)cc2)c(=O)n(C)c1=O	-12%	4%	-2%	i	0.6	-1%	-2.6%	nt	10%	2	813
COc1ccc(C2(C)NC(=O)NC2=O)cc1OC (configuration not stated)	-8%	8%	-2%	i	0.8	14%	0.8%	nt	0%	-1	802
COc1ccccc1C(=O)Nc1ccc2c(c1)OCCO2	-6%	-104%	-4%	i	2.5	-1%	0.1%	-4.7%	10%	nt	nt
CC(=O)NS(=O)(=O)c1ccc(N=c2ssc3c2-c2cc(C)ccc2NC3(C)C)cc1	-2%	5%	1%	i	2.8	22%	47%	-6.7%	-7%	12	716
CCOc1ccccc1NC(=O)CSc1nnc(-c2cnccn2)n1C	1%	-17%	3%	i	0.5	4%	0.8%	-1.7%	-3%	nt	nt	NS5 inhibitors pilot replicate=2.4

Ordered by number of heavy atoms (ascending): some entries from above
SMILES	LYP phosphatase	HEK293 NOD2/NF-kB	Siah-1 displacement	Myeloid diff MLP	Myeloid diff MLP GFP+ MAC1+ %	NS5 inhibitors	HIV fusion peptide	XIAP antagonists	AID2073	Hep lipid drop	Hep lipid drop cells 6.5 µM	others
Cc1cccc(NC(=S)Nc2ccccn2)c1C	0%	7%	10%	i	0.5	5%	-0.2%	-14%	17%	7	582
CCn1c(O)c(N=NC(=O)CNC(=O)/C=C/c2ccccc2)c2ccccc21	-7%	23%	-4%	i	2.1	-6%	-2.9%	nt	12%	-1	643
Cc1cc2oc(=O)cc(CN3CCN(S(=O)(=O)c4ccc5c(c4)OCCO5)CC3)c2cc1C	-1%	32%	-2%	i	0.6	-2%	18%	-13%	-16%	nt	nt
